Hsp70 activator: Hsp70 transcriptional activators, primary screen, cell-based, HeLa, Hsp70 promoter luciferase, luminescence, 10 µM; HeLa Hsp70 promoter luciferase reporter; scaled: vehicle 0, proteasome-inhibitor control 100%; activation, % at 10 µM; 200,000 tested, 0.04% active; AID 1203, 2008;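 active means activation above the mean across all tested compounds plus 3 SD, cutoff set per campaign, cut at about 5.5% in these data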;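 further: 100% = MG132 at 30 µM as the positive control and 0% = DMSO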
APP 5'UTR act: activators of APP 5'UTR luciferase reporter, primary screen, SH-SY5Y cells. SH-SY5Y APP 5'UTR luciferase reporter, luminescence; zero percent = DMSO vehicle wells. activation, % at 2 µM. 190,000 tested, 1% active. AID 1276, 2008;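 active means activation above a set limit, based on mean plus 3 SD of controls, cut at about 140% in these data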; further: values of inactives mirror those of a sister screen read the other way
STAT1 inh: STAT1 signaling inhibitors, primary screen, cell-based, HTS, luciferase reporter | AID 920, 2007 | inhibition, % at 5.5 µM | NIH 3T3 STAT1-luciferase reporter, IFN-gamma, luminescence | 200,000 tested, 0.35% active;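 active means inhibition above a set limit, the mean inhibition across all tested compounds plus 3 SD, cut at about 34% in these data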;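 further: 0% = IFN-gamma with DMSO and 100% = IFN-gamma with 300 µM nifuroxazide; values of inactives mirror those of a sister screen read the other way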
NF-kB neuron act: activators of NF-kB expression in neurons, primary screen, cell-based, HTS; human neuronal cells, NF-kB reporter expression; stronger effect = higher value; fold change at 12.5 µM; 190,000 tested, 1.6% active; in the data active means fold change above about 3.3
FLuc inh counter: firefly luciferase enzyme inhibitors, primary screen, artefact control for luciferase-based inhibitor screens, biochemical, luminescence, ATPLite | 10 min | Luciferin 4-monooxygenase (Photinus pyralis), P08659 | inhibition, % at 10 µM | 200,000 tested, 1.5% active;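 active means inhibition above about 50% when tested at 10 µM, limit read from the data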
Target sequence (P08659 whole entry, looked up): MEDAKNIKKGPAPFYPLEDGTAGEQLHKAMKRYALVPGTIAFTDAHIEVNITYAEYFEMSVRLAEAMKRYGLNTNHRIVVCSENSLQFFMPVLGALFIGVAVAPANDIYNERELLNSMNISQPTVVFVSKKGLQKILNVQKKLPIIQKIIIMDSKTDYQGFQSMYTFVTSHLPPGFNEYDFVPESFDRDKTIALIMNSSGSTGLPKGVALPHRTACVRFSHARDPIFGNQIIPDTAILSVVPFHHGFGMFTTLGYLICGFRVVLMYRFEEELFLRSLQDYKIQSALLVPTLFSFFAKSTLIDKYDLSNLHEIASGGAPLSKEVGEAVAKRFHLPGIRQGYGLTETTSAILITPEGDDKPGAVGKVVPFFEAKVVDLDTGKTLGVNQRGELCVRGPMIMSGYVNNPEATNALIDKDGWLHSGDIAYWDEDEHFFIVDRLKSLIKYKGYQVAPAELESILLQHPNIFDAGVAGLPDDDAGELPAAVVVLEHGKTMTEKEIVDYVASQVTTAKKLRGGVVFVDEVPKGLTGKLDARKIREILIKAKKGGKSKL
STAT3 inh: IL-6 driven STAT3 reporter inhibitors, primary screen, U3A cells, luciferase, luminescence, MLSCN library; AID 862, 2007; 190,000 tested, 0.89% active; inhibition, % at 5.5 µM; IL-6 STAT3-luciferase reporter; host cell line lacks STAT1;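 active means inhibition above the mean inhibition across all screened compounds plus 3 SD, cut at about 44% in these data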;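 further: 0% = DMSO only wells and 100% = 100 µM nifuroxazide control wells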
STAT3 act: IL-6 driven STAT3 reporter potentiators, primary screen, U3A cells, luciferase, luminescence, MLSCN library; IL-6 STAT3-luciferase reporter; 100% = signal with IL-6 EC80 alone; AID 871, 2007; activation (% of control), % at 5.6 µM; 190,000 tested, 0.91% active;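 active means activation above the screen-wide mean of compound activation plus 3 SD, cut at about 130% in these data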;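 further: 0% = background luminescence of wells with medium and substrate only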
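Material: STAT3-luciferase reporter U3A cells; Probe or stimulus: IL-6 (33 ng/mL); Incubation: compound pre-incubation 1 h before IL-6, then 6 h stimulation at 37 °C; Technique: luminescence from STAT3-driven luciferase reporter; Evaluation: % activation versus median of IL-6-stimulated wells; Controls: IL-6-only high control.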
APP 5UTR inh: inhibitors of APP translation via 5'UTR reporter, primary screen, APP 5'UTR luciferase, SH-SY5Y cells; SH-SY5Y APP 5'UTR-luciferase reporter, luminescence; 190,000 tested, 0.82% active; inhibition, % at 2 µM;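 active means inhibition above a set limit, derived from the sample mean plus 3 SD, cut at about 45% in these data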; further: values of inactives mirror those of a sister screen read the other way
RAM network inh: inhibitors of the yeast RAM network, primary screen, dse1pr::URA3 reporter, 5-FOA selection; S. cerevisiae dse1pr::URA3 reporter, 5-FOA growth OD615, 2 d; analog-sensitive cbk1-as2 kinase mutant strain; inhibition, % at 50 µM; 190,000 tested, 1.8% active; AID 868, 2007;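 active means inhibition above a set limit, 3 SD over mean compound inhibition, cut at about 8.4% in these data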;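 further: 0% = DMSO-only wells with no growth and 100% = 10 µM 1-NA-PP1 full growth; inhibition rescues growth on 5-FOA so higher OD means more RAM inhibition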
STAT1 act: STAT1 signaling activators, primary screen, cell-based, HTS, luciferase reporter; NIH 3T3 STAT1-luciferase reporter, IFN-gamma, luminescence; 100% = IFN-gamma alone, no compound; activation (% of control), % at 5.5 µM; AID 932, 2007; 200,000 tested, 2.6% active;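 active means activation above the screen-wide mean activation plus 3 SD, cut at about 130% in these data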;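 further: raw ratio to IFN-gamma control signal so 100% means no change and 0% no light; values of inactives mirror those of a sister screen read the other way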
An asterisk follows results filed as active. An unsorted share of the library, and some 7.7% of all compounds hit somewhere here.

Fields: FLuc inh counter	STAT1 inh	APP 5'UTR act	RAM network inh	Hsp70 activator	STAT3 act	STAT3 inh	APP 5UTR inh	NF-kB neuron act	STAT1 act
> CCCn1c(SCC(=O)Nc2ccc3c(c2)OCCO3)nnc1-c1ccco1
    0.0	-2.7	22.1	0.9	0.8	90.8	13.2	-22.1	1.13	102.5
> Cc1cc(C)c2[nH]c(=O)c(CN(Cc3ccco3)C(=O)C3CCCO3)cc2c1 (configuration not stated)
    2.8	-0.8	6.4	0.1	-0.1	101.8	6.8	-6.4	1.08	100.7
> Cc1ccc(Nc2oc(C)nc2C#N)cc1
    -3.0	-17.1	6.8	2.0	-0.1	100.4	3.8	-6.8	1.21	115.5
> O=c1c(-c2nc3ccccc3o2)c2oc3ccccc3n2c2ccccc12
    0.4	-5.5	8.6	0.8	-0.3	81.2	21.2	-8.6	0.29	105.1
> CCOc1ccccc1NC(=O)CCn1cccc1
    -7.2	-4.0	22.3	0.9	0.4	96.6	11.6	-22.3	1.17	102.4
> Cc1ccc(NC(=O)c2cccc3c2C(=O)N(C2CCCCC2)C3)cc1
    -3.1	-2.9	-2.2	0.0	0.0	92.9	19.3	2.2	0.96	102.6
> CCC(C)(C)n1nnnc1C(c1ccccc1OC)N1CCSCC1 (configuration not stated)
    -7.9	7.9	-19.4	-1.4	-0.5	104.6	-2.9	19.4	1.02	92.7
> Oc1ccc(N2CCN(C(c3ccccn3)c3nnnn3C3CCCC3)CC2)cc1 (configuration not stated)
    -6.8	0.9	3.0	0.8	0.2	97.3	5.4	-3.0	0.76	101.7
> Cc1c(Cl)ccc2c1NC(=O)[C@]21N[C@@H](CCC(N)=O)[C@H]2C(=O)N(c3ccc(F)cc3)C(=O)[C@H]21
    -2.4	16.5	26.1	-1.1	-0.1	132.1	-34.4	-26.1	1.02	84.8
> Clc1ncccc1-c1nc2ccccc2n1Cc1ccccc1
    -6.7	-0.8	6.3	0.1	-0.3	132.1	-29.3	-6.3	1.26	100.7
> CS(=O)(=O)N(Cc1ccc(Cl)cc1)c1ccc(C(=O)NCCSCc2ccco2)cc1
    -6.3	-0.9	-15.9	6.2	-0.5	104.2	-3.8	15.9	0.96	97.9
> O=C(O)C(c1ccccc1)N1CCCC1 (configuration not stated)
    -3.2	-1.3	-7.1	0.5	-0.2	86.9	21.4	7.1	1.01	100.1
> Cc1cc(=O)oc2cc(OC(C)C(=O)N3CCCc4ccccc43)ccc12 (configuration not stated)
    -3.2	-11.9	8.9	1.8	-0.3	128.3	-30.5	-8.9	0.52	108.7
> COc1ccc(-c2c(C(C)=O)c(C)nc3sc4c(=O)[nH]nnc4c23)cc1
    -5.7	5.2	0.1	0.5	-0.3	102.2	-5.3	-0.1	1.15	95.4
> CCOC(=O)Cc1c(C)nc2c(-c3ccc(Cl)cc3)c[nH]n2c1=O
    -6.4	-0.5	0.0	5.2	0.5	98.3	6.4	0.0	1.43	98.8
> CCOc1ccc2[nH]c(=O)c(CN(CCc3ccccc3)C(=O)N3CCOCC3)cc2c1
    -2.4	3.6	10.0	0.1	-0.2	107.1	2.0	-10.0	0.75	96.7
> O=C(NNc1ccc([N+](=O)[O-])cc1)C1CC2CCCC(C1)C2=O (configuration not stated)
    -1.4	2.9	16.1	0.5	0.0	92.9	19.3	-16.1	1.1	97.4
> O=C(COC(=O)Cc1ccsc1)NCC12CC3CC(CC(C3)C1)C2
    -5.1	-11.8	4.2	2.7	-0.2	100.8	-4.1	-4.2	0.92	110.9
> O=C(NCc1cccnc1)c1ccc(COc2ccccc2Cl)cc1
    -2.9	13.3	6.2	-1.9	0.2	80.4	27.9	-6.2	0.9	87.0
> CC(C)(C)NC(=O)Cn1nc(C(F)(F)F)c2c1CCCC2
    -3.7	3.4	3.9	1.2	-0.2	98.0	7.8	-3.9	1.23	96.5
> FC(F)(F)c1cc(-c2ccco2)nc(N2CCN(c3ccccc3)CC2)n1
    -2.7	-3.9	18.6	8.2	0.1	90.7	14.3	-18.6	0.92	103.6
> Cc1csc(NC(=O)CSc2nc3sc(C)c(C)c3c(=O)[nH]2)n1
    -7.9	-10.2	-1.1	1.9	-0.2	106.3	-5.0	1.1	0.93	109.2
> CC(=O)c1c(C)[nH]c(C(=O)Nc2ccc(Cl)c(S(=O)(=O)N3CCOCC3)c2)c1C
    4.5	8.5	-7.4	3.7	-0.4	78.4	27.9	7.4	0.43	92.4
> Cn1c(-c2cccc3ccccc23)n[nH]c1=S
    3.6	-0.1	8.3	0.5	-0.1	100.2	-0.1	-8.3	1.02	100.1
> O=C(Nc1nc2nc(-c3ccccc3)cc(=O)n2[nH]1)c1ccccc1
    2.1	3.9	4.2	1.6	0.1	100.7	3.7	-4.2	1.25	96.4
> CN(C)S(=O)(=O)c1ccc(Cl)c(NC(=O)c2ccncc2)c1
    -7.3	0.2	4.0	0.4	-0.1	102.0	-2.3	-4.0	1.42	99.8
> COc1cc(NC(=S)N2CCC(C(O)(c3ccccc3)c3ccccc3)CC2)cc(OC)c1
    3.9	2.4	-12.6	0.9	-0.3	96.5	1.9	12.6	1.07	100.0
> O=C(c1ccc(C(F)(F)F)cc1)N1CCC(=O)N(C(COCc2ccccc2)Cc2ccccc2)CC1 (configuration not stated)
    1.4	10.4	11.3	25.6*	-0.4	108.4	-12.9	-11.3	0.54	90.5
> O=C(N/N=C/c1ccncc1)c1cccc(NC(=O)c2ccc(Cl)cc2)c1
    0.4	-3.2	16.5	1.6	-0.3	102.1	1.5	-16.5	0.82	102.8
> O=C(CSCc1cccc(Br)c1)N/N=C/c1ccc2c(c1)OCO2
    -1.3	5.7	-26.1	0.4	-0.3	100.8	5.1	26.1	1.16	94.8

Following part.
Fields: FLuc inh counter	STAT1 inh	APP 5'UTR act	RAM network inh	Hsp70 activator	STAT3 act	STAT3 inh	APP 5UTR inh	NF-kB neuron act	STAT1 act
> C/C(=N\OCC(=O)N/N=C/c1ccccc1)c1cccs1
    -0.1	-6.6	23.1	2.1	0.0	97.1	0.5	-23.1	1.03	106.1
> Cn1ccc(NC(=O)Nc2ccc(Cl)cc2Cl)n1
    -2.3	-25.9	53.2	-0.1	-0.1	96.9	7.2	-53.2	1.94	123.5
> Cc1nc(NC(=O)COC(=O)CCS(=O)(=O)c2ccccc2Cl)c(Cl)cc1Cl
    1.8	4.8	1.6	1.6	-0.4	105.9	-2.8	-1.6	1.26	95.6
> Cc1cc(C)nc(N2N=C(C(C)(C)C)CC2=O)n1
    -6.5	-22.5	5.6	-0.9	-0.6	102.7	-2.0	-5.6	1.35	93.2
> CCOc1ccc(-n2c(-c3ccc(Br)cc3)c[n+]3c2CCCCC3)cc1
    -0.9	29.0	-0.8	1.7	-0.3	52.6	60.0*	0.8	0.84	71.9
> C=CCNC(C(=O)Nc1cccc(OC)c1)c1ccccc1 (configuration not stated)
    -1.3	-6.9	1.8	-0.4	0.0	106.4	-5.8	-1.8	1.01	104.9
> Nc1ccccc1-c1nc2ccccc2[nH]1
    15.0	-15.7	27.9	0.4	0.8	96.2	8.2	-27.9	1.81	114.5
> Cc1ccc(S(=O)(=O)NC(=O)CSc2nc3ccccc3s2)cc1
    -0.2	-4.3	1.5	1.6	0.1	141.1*	-45.4	-1.5	1.09	103.8
> CC(=O)c1c(N2CCCCC2)nc(=S)n(-c2ccccc2)c1C
    -6.8	-5.1	-11.4	0.7	0.0	96.0	9.8	11.4	1.1	104.7
> COc1cc2c(cc1OC)CN(CC(=O)NC(=O)NC(C)(C)C)CC2
    -6.0	2.9	-4.3	1.2	0.1	97.5	7.4	4.3	1.17	96.1
> Cc1c(NC2(C#N)CCCC2)c(=O)n(-c2ccccc2)n1C
    -1.5	2.5	-6.6	1.0	-0.1	100.6	1.5	6.6	1	97.2
> CCOC(=O)N1CCN(S(=O)(=O)c2cc(OCC)ccc2OCC)CC1
    0.1	2.0	15.9	1.1	0.3	105.1	-5.2	-15.9	0.97	98.2
> COC(=O)C1CCN(C(=O)Nc2ccc(OC)cc2)CC1
    -9.1	-10.2	12.6	-0.5	-0.1	103.8	0.3	-12.6	1.03	109.3
> CCCCc1nc2sc3c(SCC(=O)NCc4ccco4)ncnc3c2c2c1CCC2
    -5.4	2.0	1.7	2.8	-0.2	107.6	-4.3	-1.7	0.77	98.2
> CC/C(=N\NC(=O)OC)c1ccc(OC(F)F)cc1
    2.8	-11.5	2.3	1.9	-0.1	96.7	10.5	-2.3	1.21	109.3
> CCN(CC)S(=O)(=O)c1ccc(C(=O)OCC(=O)NCc2ccco2)cc1
    -6.9	-1.6	-14.7	2.6	-0.2	105.1	-5.6	14.7	1.26	102.2
> COC(=O)C1C(O)=C(C=Nc2ccc(N)cc2)C(=O)CC1(C)C (configuration not stated)
    -2.9	-7.2	-13.2	0.9	-0.4	97.2	9.0	13.3	2.31	106.6
> COC(=O)[C@H](C)NC(=O)NC1CCN(Cc2ccccc2)CC1
    -10.3	2.0	0.2	0.7	-0.3	92.2	10.9	-0.2	0.95	98.2

High-throughput results deposited in PubChem BioAssay by several laboratories.
